Screening results as filed in PubChem BioAssay.
Epigenetic reg – regulators of epigenetic silencing causing reporter derepression in mouse cells | murine LDR cells, GFP reporter derepression, 30 h | Potency, µM (doses to about 53.9 µM), inactives show top-dose GFP activation, most hits filed as activators | actives 0.2% (n = 280,000); active means well fitted activation curve with a large enough effect; inconclusive means small, poorly fitted or top-dose-only effect; further: % of control where 0% means no effect; nearly all actives have a fitted effect of over 60% in size
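Murine LDR cells bearing a silenced CMV-driven GFP reporter were exposed to compound for 30 h at 37 C. After PBS washes, GFP-positive cells (20-120 um objects) counted by laser-scanning microplate cytometry.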
Numbers without * were called inactive; ? = inconclusive. Potency means the concentration at half of the fitted maximal effect. Not all compounds are listed (hit frequency here may not be typical).

SMILES | Epigenetic reg
Cc1ccc(C2C=C(c3ccc(Cl)cc3)Nc3nc(NS(=O)(=O)c4ccccc4)nn32)cc1 (centres undefined) | 0.1%
COc1cccc(N2CCN(C(=O)CCCn3c(=O)[nH]c4ccc(Br)cc4c3=O)CC2)c1 | 0.3%
Cc1nc2nc(C)c(CCC(=O)NCc3cccc(Cl)c3)c(C)n2n1 | 1.1%
Cc1ccc(Nc2ncnc3c2nc2n3CCCC2)c(Br)c1 | -0.4%
CCCOc1cccc(C(=O)Nc2cc(-c3ccccc3)no2)c1 | -1.9%
COc1cccc(C(=O)Nc2cccc(-c3nc4ncccn4c3C)c2)c1 | -1.9%
CCc1ccc(CNC(=O)c2nn(-c3ccc(OC)c(Cl)c3)c(=O)c3c2c2ccccc2n3C)cc1 | -1.0%
Clc1ccc(CCNc2nc3cc(Cl)c(Cl)cc3n3cnnc23)cc1 | 1.5%
COc1ccc(NC(=O)C2CCCN2S(=O)(=O)c2ccc3c(c2)CCCC(=O)N3)cc1Cl (centres undefined) | -1.5%
COc1c(Cl)cc(Cl)cc1C(=O)Nc1cccc(-c2nc3ccccc3o2)c1C | 0.0%
Cc1cccc(NC(=O)c2nnn(CC(=O)Nc3ccc(C(C)C)cc3)c2N)c1C | -2.4%
CCOC(=O)c1ccc(Nc2ncnc3c2cnn3-c2cccc(Cl)c2)cc1 | 8.2%
COc1ccc(Cn2c(=O)[nH]c3cc(C(=O)N4CCN(c5cc(C)ccc5C)CC4)ccc3c2=O)cc1 | 3.5%
CCOc1ccccc1NC(=O)NCCn1c(=O)oc2ccc(C)cc21 | 0.0%
COc1ccc(Cl)cc1C(=O)NCC(c1ccc(N(C)C)cc1)N1CCOCC1 (centres undefined) | -2.4%
CCOc1ccc(CCNC(=O)c2cc(C)nc3c2c(C)nn3-c2cccc(F)c2)cc1 | -1.3%
Cc1ccc(CNC(=O)c2cc(=O)c3cc(C)c(C)cc3o2)cc1 | -0.8%
CCc1ccc(-n2c(=O)c3c4c(sc3n(Cc3ccccc3C#N)c2=O)CCCC4)cc1 | -1.8%
COc1cc(OC)cc(C(=O)Nc2cc(-c3nc4cccnc4s3)ccc2C)c1 | 1.4%
COc1ccccc1NC(=O)Cn1c(=O)n(Cc2cccs2)c(=O)c2cccnc21 | 0.0%
CCOC(=O)Cn1c(=O)oc2cc(S(=O)(=O)N3CCN(c4cccc(C)c4)C(C)C3)ccc21 (centres undefined) | -0.3%
COc1ccc(-n2c(=O)c3c(c4cc(OC)ccc4n3C)n(CC(=O)N3CCCC3)c2=O)cc1 | -1.6%
COCCCNC(=O)CN1C(=O)c2cccnc2Sc2ccccc21 | 0.0%
COc1cc(C2C(C(=O)OC(C)C)=C(C)N=C3SCCC(=O)N32)ccc1OCc1ccccc1 (centres undefined) | -0.1%
Cc1ccc(S(=O)(=O)n2nc(-c3ccc(Cl)cc3)nc2NCc2ccc(F)cc2)cc1 | 5.8%
COc1ccc(CSc2nc3ncccc3[nH]2)cc1 | -1.2%
Cc1c(C(=O)Oc2ccc(Br)cc2)sc2ncn(Cc3ccccc3F)c(=O)c12 | -1.1%
CCCCCCSc1nnc2c(n1)OC(C)Nc1ccc(Br)cc1-2 (centres undefined) | -0.6%
COc1cc(OC)cc(C(=O)N2CCC(c3ccncc3)CC2)c1 | -0.5%
CC(C)CC(=O)NCC(c1ccc2c(c1)OCO2)N1CCN(c2ccccc2F)CC1 (centres undefined) | 0.0%
CCc1ccccc1NC(=O)CCc1c(C)nn(-c2ccc(N3CCOCC3)nn2)c1C | 1.4%
O=C(Cn1nnc(-c2cccc(C(F)(F)F)c2)n1)NCc1ccc(F)cc1 | -1.1%
CCOc1ccc(C2Nc3c(C)cccc3-c3cc(C)nn32)cc1 (centres undefined) | 1.0%
O=C(CSc1cn(CCNC(=O)c2ccccc2F)c2ccccc12)Nc1ccccc1F | -0.2%
O=C(Nc1cc(Cl)ccc1O)c1cc2nc(-c3ccc4c(c3)OCO4)cc(C(F)(F)F)n2n1 | 0.0%
CCCCN(CC)CCCNC(=O)c1ccc2c(c1)NC(=O)CN2C | 0.0%
Cc1ccccc1-c1nc(CNC(=O)NC2CCCCC2)c(C)o1 | 2.7%
COc1ccc(-c2cc(C(=O)NCCc3ccccc3)c3c(-c4ccccc4)[nH]nc3n2)cc1 | -1.8%
Cc1ccc(-n2c(SCC(=O)N3CCC(C)CC3)nc3c([nH]c4ccccc43)c2=O)cc1 | 8.5%
CCOC(=O)C1CCN(C(=O)c2nn(-c3ccc(C)cc3)c(=O)n(C)c2=O)CC1 | -1.7%
Cc1cccc(Cn2c(SCc3ccc(C(=O)N4CCCCCC4)cc3)nc3ccncc32)c1 | ?
Cc1ccc(CNC(=O)CCc2c(C)nc3c(-c4ccc(F)cc4)c(C)nn3c2C)cc1 | -1.1%
CCOc1ccc(CNC(=O)C(C)n2ncn3cccc3c2=O)cc1 (centres undefined) | 4.2%
O=C(Cn1c(=O)ccc2cc(S(=O)(=O)N3CCCC3)ccc21)NCc1ccc(F)cc1 | 5.6%
Cc1ccc(CCNC(=O)c2c(C)oc3ncn(CC(C)C)c(=O)c23)cc1 | 0.0%
COc1ccc(Cn2c(C(=O)O)c(CNCc3ccco3)c3ccc(C)cc32)cc1 | -0.3%
CC(=O)Nc1ccc(NC(=O)C2(c3cccs3)CCOCC2)cc1 | -1.2%
COc1cccc(NC(=O)c2oc3ccccc3c2NC(=O)C23CC4CC(CC(C4)C2)C3)c1 | 1.4%
Cc1ccc(C)c(NC(=O)C(=O)NCC(c2cccnc2)N2CCN(c3ccc(F)cc3)CC2)c1 (centres undefined) | 1.4%
CCc1ccc(CNC(=O)Cn2c(-c3cccs3)cc3cc(F)ccc32)cc1 | 3.3%
(further entries)
SMILES | Epigenetic reg
COc1ccccc1N1CCN(S(=O)(=O)c2c(C)sc3ncn(CC(=O)N(C)c4ccc(C(C)C)cc4)c(=O)c23)CC1 | 3.6%
CC(=O)c1ccc(NC(=O)Cn2c(=O)oc3cc(S(=O)(=O)N4CCCCC4)ccc32)cc1 | 2.2%
COc1ccc(NC(=O)CSc2nc3c(c(=O)[nH]2)CN(Cc2ccccc2)CC3)cc1Cl | -4.3%
COc1ccc(N2CCN(c3nc4ccc(C(=O)c5ccccc5)cc4n4cnnc34)CC2)cc1 | -4.3%
CCc1cccc(NC(=O)Cn2c(=O)n(Cc3ccccc3)c(=O)c3c(C)c(C(=O)N(C)C)sc32)c1 | -0.2%
COc1ccc(NC(=O)c2c(NC(=O)c3cccc(C)c3)sc3c2CCCC3)cc1 | 4.2%
COc1ccc(C2CC(=O)c3cnc4c(-c5ccccc5)c(C)nn4c3C2)cc1OC (centres undefined) | 0.0%
COc1ccc(-c2noc(-c3ccc(NCCc4ccccc4)c([N+](=O)[O-])c3)n2)cc1 | -3.9%
O=C(Nc1ccc(C(F)(F)F)cc1)C1(c2cccs2)CCOCC1 | -0.2%
O=C(Nc1nnc(S(=O)(=O)N2CCc3ccccc32)s1)c1ccccc1 | ?
CN(C)S(=O)(=O)c1ccc2c(c1)N(CC(=O)NCc1ccc(F)cc1)C(=O)CS2 | 2.7%
COc1cccc(CNC(=O)C(C)n2ccc3cc(S(=O)(=O)N4CCCCCC4)ccc32)c1 (centres undefined) | 2.4%
COc1cccc(C(=O)Nc2nc(-c3nnn(-c4cccc(Cl)c4C)c3C)ns2)c1 | -3.1%
CCOc1ccc(CNC(=O)C2CCCN(S(=O)(=O)N(CC)c3ccc(OCC)cc3)C2)cc1 (centres undefined) | -1.0%
CCOc1ccccc1NC(=O)CSc1nc2c(oc3ccccc32)c(=O)n1C(C)C | 1.4%
COc1cccc(NC(=O)CC(=O)Nc2ccc3nc4n(c(=O)c3c2)CCCCC4)c1 | 2.5%
CCOC(=O)c1ccc(CN(Cc2ccc(OC)cc2)S(=O)(=O)c2cccc(C(F)(F)F)c2)cc1 | 1.8%
Cc1ccc(CNC(=O)c2cc3c(=O)n(Cc4ccco4)ccc3nc2C)cc1 | -1.1%
COc1cc(Cl)c(C)cc1NC(=O)Cn1ncc2c3ccccc3n(Cc3ccccc3)c2c1=O | 3.1%
COc1cc2c(cc1OC)C(COc1ccccc1OC)N(C(=O)COc1ccc(Cl)cc1)CC2 (centres undefined) | 1.3%
CCN(C(=O)CN1C(=O)COc2ccc(S(=O)(=O)N3CCOCC3)cc21)c1cccc(C)c1 | -0.7%
Cc1cc(C)cc(OCC(=O)NCC2(N(C)C)CCCCC2)c1 | 0.0%
CCOc1ccc(-n2c(SCC(=O)c3ccccc3)nc3c([nH]c4ccccc43)c2=O)cc1 | 0.0%
COc1ccccc1CCNC(=O)C(=O)NCC(c1ccc2c(c1)OCO2)N1CCOCC1 (centres undefined) | 0.0%
COc1ccccc1CCNC(=O)Cc1c(C)c2cc3c(C)coc3cc2oc1=O | 7.4%
Oc1cccc(-c2nc(-c3cccs3)c(-c3cccs3)[nH]2)c1 | 0.7%
NC(=O)c1cc(S(=O)(=O)NCc2cccc(Br)c2)cs1 | -3.1%
O=C(CN1C(=O)C2(SCC(=O)N2c2cccc(F)c2)c2ccccc21)NCc1ccccc1Cl (centres undefined) | -1.3%
Cc1c(C(=O)O)oc2c1-c1nn(Cc3ccccc3Cl)cc1CC2 | -2.3%
CCc1nn2c(=O)cc(COC(=O)c3ccc(NC(=O)COc4ccc(C)cc4)cc3)nc2s1 | -0.8%
Cc1ccccc1NC(=O)Cn1cc(S(=O)(=O)N2CCCC2)c(S(=O)(=O)N2CCCC2)c1 | -0.4%
Cc1ccc(C)c(OCCOCCn2c(-c3ccc(Br)cc3)nc3ccccc3c2=O)c1C | -0.9%
CCc1ccccc1NC(=O)CC(c1ccc(F)cc1)N1Cc2ccccc2C1=O (centres undefined) | -0.3%
CCOC(=O)C1CCCN(C(=O)c2cc3c(=O)n(C)c4ccccc4c3s2)C1 (centres undefined) | 0.5%
COc1ccc(CNC(=O)Cn2c(=O)nc(-c3ccccc3)c3ccccc32)cc1OC | -3.0%
CCCC(=O)NC1CC(=O)N(c2ccc3c(c2)OCCO3)C1 (centres undefined) | 9.7%
Cc1cc(N2CCN(c3cccc(C(F)(F)F)c3)CC2)n2nc(-c3ccccc3C)nc2n1 | 2.4%
COc1ccc(C(=O)CC2(O)C(=O)N(CCc3ccccc3)c3ccc(Br)cc32)cc1OC (centres undefined) | 0.9%
COc1ccc(C(=O)Nc2cccc(OCc3cc(=O)n4c5c(sc4n3)CCCC5)c2)cc1OC | -2.4%
O=C(Nc1ccc2nc(SCC(=O)N3CCOCC3)sc2c1)c1ccc(Br)cc1 | -2.4%

13 consecutive compounds from above:
SMILES | Epigenetic reg
Oc1cccc(-c2nc(-c3cccs3)c(-c3cccs3)[nH]2)c1 | 0.7%
NC(=O)c1cc(S(=O)(=O)NCc2cccc(Br)c2)cs1 | -3.1%
O=C(CN1C(=O)C2(SCC(=O)N2c2cccc(F)c2)c2ccccc21)NCc1ccccc1Cl (centres undefined) | -1.3%
Cc1c(C(=O)O)oc2c1-c1nn(Cc3ccccc3Cl)cc1CC2 | -2.3%
CCc1nn2c(=O)cc(COC(=O)c3ccc(NC(=O)COc4ccc(C)cc4)cc3)nc2s1 | -0.8%
Cc1ccccc1NC(=O)Cn1cc(S(=O)(=O)N2CCCC2)c(S(=O)(=O)N2CCCC2)c1 | -0.4%
Cc1ccc(C)c(OCCOCCn2c(-c3ccc(Br)cc3)nc3ccccc3c2=O)c1C | -0.9%
CCc1ccccc1NC(=O)CC(c1ccc(F)cc1)N1Cc2ccccc2C1=O (centres undefined) | -0.3%
CCOC(=O)C1CCCN(C(=O)c2cc3c(=O)n(C)c4ccccc4c3s2)C1 (centres undefined) | 0.5%
COc1ccc(CNC(=O)Cn2c(=O)nc(-c3ccccc3)c3ccccc32)cc1OC | -3.0%
CCCC(=O)NC1CC(=O)N(c2ccc3c(c2)OCCO3)C1 (centres undefined) | 9.7%
Cc1cc(N2CCN(c3cccc(C(F)(F)F)c3)CC2)n2nc(-c3ccccc3C)nc2n1 | 2.4%
COc1ccc(C(=O)CC2(O)C(=O)N(CCc3ccccc3)c3ccc(Br)cc32)cc1OC (centres undefined) | 0.9%

Following part.
SMILES | Epigenetic reg
Cc1cc(N2CCCCC2)nc2ccc(NC(=O)c3cccc(F)c3)cc12 | -1.0%
CCOc1ccc(NC(=O)Cn2c(=O)n(CC(=O)NCc3ccccc3Cl)c(=O)c3sccc32)cc1 | 0.2%
COc1ccc(-c2cc(C(=O)OCC(=O)c3cccc(OC)c3)c3cccc(Cl)c3n2)cc1 | -0.6%
NC(=O)C1CCN(C(=O)Cn2c(-c3cccs3)cc3ccccc32)CC1 | -0.4%
CCOc1ccc(CCNC(=O)C(CC(C)C)N2Cc3ccccc3C2=O)cc1OCC (centres undefined) | -0.4%
CCc1ccc(S(=O)(=O)c2nnn3c2nc(N2CCCC2)c2sccc23)cc1 | -1.5%
CCOc1ccc(CCNC(=O)CCc2c(C)nc3c(c(C)nn3-c3ccc(C)c(C)c3)c2C)cc1 | 0.0%
Cc1ccc(CNC(=O)CSC2=Nc3ccccc3C3=NC(C)C(=O)N23)cc1 (centres undefined) | -2.4%
CC1=C(C(=O)Nc2ccc(Cl)cc2)C(c2cccs2)n2nc(SCc3cccc(Cl)c3)nc2N1 (centres undefined) | 2.5%
Cc1c(Cl)cccc1-n1nnc(-c2nc(-c3ccc4c(c3)OCO4)no2)c1C | 4.2%
CC1=C(C(=O)Nc2ccccc2C)C(c2cccnc2)n2nc(SCc3ccccc3F)nc2N1 (centres undefined) | 0.6%
COc1ccc(-c2nc3scc(CCNS(=O)(=O)c4cccs4)n3n2)cc1 | 4.9%
Cc1nnc(SCC(=O)NCc2ccccc2Cl)c2nn(-c3ccccc3)c(C)c12 | -0.8%
O=C(CSc1nnc2scc(-c3ccc(Cl)cc3)n12)Nc1cccc(C(F)(F)F)c1 | 3.1%
